V1R ag counter: activates human V1a receptor in oxytocin agonist counter-screen; activation, % at 3 µM; CHO-V1R cells, Fluo-8 calcium fluorescence, agonist mode; 0% DMSO, 100% 3 nM vasopressin; hit rate 0.25% among 320,000; AID 2797; P37288;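 active = activation above the mean activation of all tested compounds plus 3 SD, per screening run, cut at about 20% in these data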;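 note: signal is peak over basal fluorescence ratio across a 100 second FLIPR read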
TAAR1 antag: antagonists of human TAAR1; inhibition, % at 3 µM; Q96RJ0; hit rate 1.5% among 360,000; CHO RD-HGA16 TAAR1, Fluo-8 calcium fluorescence, antagonist;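 active = inhibition above a per-plate cutoff, the mean inhibition of test compounds on that plate plus 3 SD, cut at about 49% in these data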;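 note: 0% = DMSO plus EC80 beta-PEA response and 100% = DMSO alone without agonist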
Target sequence (Q96RJ0 whole entry, looked up): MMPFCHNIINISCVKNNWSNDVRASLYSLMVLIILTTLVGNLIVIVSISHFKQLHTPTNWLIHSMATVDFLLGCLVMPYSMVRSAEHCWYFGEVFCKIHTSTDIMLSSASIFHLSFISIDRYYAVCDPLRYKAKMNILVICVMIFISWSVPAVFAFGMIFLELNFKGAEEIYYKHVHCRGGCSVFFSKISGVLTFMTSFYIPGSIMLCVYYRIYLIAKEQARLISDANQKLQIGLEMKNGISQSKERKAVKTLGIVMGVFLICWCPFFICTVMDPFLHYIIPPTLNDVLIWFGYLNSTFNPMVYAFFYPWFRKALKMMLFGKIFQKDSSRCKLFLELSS
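Material: CHO RD-HGA16 cells bearing hTAAR1; compound dosing: one-point dosing, 3 µM nominal final; schedule: dye loading 75 min at 37 °C, then 30 min room temperature; measured by: calcium fluorescence with Fluo-8; control set: vehicle and agonist controls; replication: n of 1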
M1 antag: antagonists of human M1 muscarinic receptor; inhibition, % at 3 µM; P11229; hit rate 1.3% among 360,000; CHO-K1 hM1, Fluo-8 calcium fluorescence, ACh EC80 antagonist; AID 588852;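 active = percent inhibition above its own plate's cutoff, namely the mean of that plate's compound wells plus 3 SD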;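 note: peak over basal fluorescence ratio during 140 s after agonist addition; 0% = ACh EC80 plus DMSO and 100% = DMSO alone without agonist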
Target sequence (P11229 whole entry, looked up): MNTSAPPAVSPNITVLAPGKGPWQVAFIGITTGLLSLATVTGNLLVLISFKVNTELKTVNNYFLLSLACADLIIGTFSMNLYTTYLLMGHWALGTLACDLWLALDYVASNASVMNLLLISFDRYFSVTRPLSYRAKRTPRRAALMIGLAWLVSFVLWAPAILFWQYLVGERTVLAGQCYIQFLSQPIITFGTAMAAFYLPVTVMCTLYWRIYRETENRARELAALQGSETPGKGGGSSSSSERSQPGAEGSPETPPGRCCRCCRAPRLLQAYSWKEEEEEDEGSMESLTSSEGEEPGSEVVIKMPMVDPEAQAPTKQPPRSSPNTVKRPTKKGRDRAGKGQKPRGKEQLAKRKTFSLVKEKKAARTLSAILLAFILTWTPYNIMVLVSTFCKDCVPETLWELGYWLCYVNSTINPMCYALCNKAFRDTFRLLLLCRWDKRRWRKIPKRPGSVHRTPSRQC
M1 ag: agonists of human M1 muscarinic receptor; P11229; CHO-K1 hM1, Fluo-8 calcium fluorescence, agonist mode; 0% DMSO, 100% acetylcholine EC100; activation, % at 3 µM; hit rate 0.33% among 360,000; AID 588814;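 active = activation above the run's mean compound activation plus 3 SD, cut at about 16% in these data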;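 note: peak over basal fluorescence ratio within a 140 s kinetic read after compound addition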
OXTR agonist: agonists of human oxytocin receptor. activation, % at 3 µM. P30559. CHO-OTR cells, Fluo-8 calcium fluorescence; normalized: DMSO 0%, oxytocin 100%. hit rate 0.32% among 320,000;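 active = activation above the mean of all tested compounds plus 3 SD, cutoff set per screening run, cut at about 20% in these data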;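 note: peak over basal fluorescence ratio from a 100 s FLIPR kinetic read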
CHO parental Ca: counter-screen: ATP calcium response change in parental CHO cells; parental CHO-K1, ATP-induced calcium, Fluo-8 fluorescence; inhibition, % at 5.6 µM; hit rate 0.63% among 330,000; AID 463079;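 active = inhibition above that plate's mean sample inhibition plus 3 SD, cut at about 26% in these data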;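 note: 0% = ATP-challenged DMSO wells and 100% = DMSO wells without ATP; some compounds past the cut are filed as inactive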
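Test system: untransfected parental CHO cell line; also added: ATP stimulus; dosing: 5.6 µM, single dose; signal: calcium-sensitive Fluo-8 fluorescence; measure: percent inhibition of ATP-evoked calcium rise, normalized to controls; benchmarks: low control ATP plus DMSO, high control DMSO only; replication: one well per compound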
CHRM1 PAM: human CHRM1 positive allosteric modulation. P11229. CHO-K1 hM1, Fluo-8 calcium fluorescence, ACh EC20; 0% = ACh EC20, 100% = maximal ACh. activation, % at 3 µM. hit rate 0.088% among 360,000. AID 588819; in the data active = activation above about 19%, passing the limit was not always enough
OXTR potentiate: potentiators of human oxytocin receptor. hit rate 0.061% among 320,000. activation, % at 3 µM. P30559. CHO-OTR cells, Fluo-8 calcium fluorescence, potentiator mode; 0% = oxytocin EC15, 100% = EC100;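 active = activation above that plate's cutoff, the mean activation of tested compounds plus 3 SD, cut at about 6.6% in these data, passing the limit was not always enough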;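 note: 100% uses oxytocin at 75 nM as the full agonist control; some results filed as inactive read as strong as hits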
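System: human OTR in CHO cells; Also added: sub-maximal oxytocin, roughly EC15; Timing: compound 6 min at room temperature before oxytocin, 100 s read; Technique: Fluo-8 intracellular calcium fluorescence, ex 470-495, em 515-575 nm; Controls: oxytocin EC15 low and EC100 high; Replication: singlicate.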
TAAR1 ag: human TAAR1 agonism; Q96RJ0; CHO RD-HGA16 TAAR1, Fluo-8 calcium fluorescence; vehicle wells 0%, saturating PEA agonist 100%; hit rate 0.99% among 360,000; AID 624467; activation, % at 3 µM;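 active = activation above the mean activation of all test compounds in the run plus 3 SD, cut at about 38% in these data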
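Test system: RD-HGA16 (CHO) cells co-expressing Gα16 and hTAAR1 | Doses: Single dose, 3 µM | Schedule: 17-24 h seeding, 75 min 37 °C dye, 30 min RT | Evaluation: % activation from peak over basal fluorescence ratio, DMSO-to-PEA scaled | Technique: Kinetic Fluo-8 calcium fluorescence | Benchmarks: Low control DMSO, high control PEA (EC100)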
* = called active by the depositor; . = not tested or not shown.

A first look, 2 compounds:
SMILES | V1R ag counter | TAAR1 antag | M1 antag | M1 ag | OXTR agonist | CHO parental Ca | CHRM1 PAM | OXTR potentiate | TAAR1 ag
CCOC(=O)c1cnn(CC2CCCCC2)c1N | -0.2 | 11 | -5 | -1 | -1.2 | -24 | 7 | 2 | 3
CC(=O)Oc1ccc2c(=O)c(-c3ccccc3)c(C)oc2c1 | 0.7 | 5 | -11 | -2 | 0.8 | 7 | 2 | -3 | -2

Main list, from the first entry:
SMILES | V1R ag counter | TAAR1 antag | M1 antag | M1 ag | OXTR agonist | CHO parental Ca | CHRM1 PAM | OXTR potentiate | TAAR1 ag
CCOC(=O)c1cnn(CC2CCCCC2)c1N | -0.2 | 11 | -5 | -1 | -1.2 | -24 | 7 | 2 | 3
CC(=O)Oc1ccc2c(=O)c(-c3ccccc3)c(C)oc2c1 | 0.7 | 5 | -11 | -2 | 0.8 | 7 | 2 | -3 | -2
CC(C)(O)P(C)(=O)c1ccccc1 (stereo not drawn) | 0.5 | -8 | -10 | -3 | 0.9 | -5 | 10 | 1 | -2
O=c1cnnc(N/N=C/c2ccc3c(c2)OCO3)[nH]1 | -0.8 | -6 | -6 | -1 | -0.4 | 10 | 16 | 10* | 1
Cc1cc2ccccn2c1C(=O)c1cccc([N+](=O)[O-])c1 | -1.9 | -36 | -15 | -7 | -2.4 | -20 | 10 | -6 | -1
C=CCNc1nc2cc(-c3cccc(Cl)c3)sc2c(=O)n1C | . | 9 | -7 | -3 | . | . | 5 | . | 0
CCN(CC)C(=O)n1nc(C)c(CN2C(=O)c3ccccc3C2=O)c1C | 2.4 | 7 | -1 | 0 | 2.0 | -18 | 4 | -3 | 17
Cc1nnc(NC(=O)C(C)Sc2nnc(-c3ccco3)n2C)s1 (stereo not drawn) | 0.7 | 0 | -14 | -4 | 0.3 | -9 | 15 | -7 | -2
C=CCNC(=O)c1c(-c2c(F)cccc2Cl)noc1C | 1.6 | . | 3 | -3 | -0.5 | -1 | -1 | 2 | .
COc1cc([N+](=O)[O-])ccc1NC(=O)C[n+]1ccccc1C | -0.2 | 0 | 17 | -5 | -0.4 | 4 | -7 | -17 | 10
CC(=O)Nc1ccc(S(=O)(=O)Nc2nc3ccccc3nc2Cl)cc1 | 0.0 | -5 | 6 | -3 | 0.5 | -6 | -7 | -4 | 9
Cc1nc2ccc(NC(=O)/C=C/C(=O)O)cc2nc1C | 0.3 | 8 | -9 | -6 | 0.1 | -13 | 8 | -6 | 1
CC(C)OC(=O)CSc1nnc(-c2cccnc2)n1N | 0.6 | 7 | -2 | -3 | 1.1 | 1 | 3 | 1 | 9
CCCCCC1CC(=O)N(Cc2ccccc2)C(=O)N1 (stereo not drawn) | -0.2 | 4 | -11 | -4 | -2.1 | -21 | 8 | -16 | 2
CSc1ncccc1C(=O)N1CCN(S(=O)(=O)c2ccc(F)cc2)CC1 | 1.0 | -2 | -3 | -2 | 1.9 | -23 | 1 | 2 | 0
Cc1cccc(C(=O)N[C@H](C(=O)OCc2cc(=O)n3c(n2)sc2ccccc23)C(C)C)c1 | 6.7 | 41 | 2 | -3 | 5.8 | -22 | -5 | -12 | 12
COc1ccc(CCNc2ccncn2)cc1 | 5.1 | 3 | 9 | 0 | 11 | 5 | -4 | -6 | 12
C=CCn1c(COc2ccccc2)nnc1SCC(=O)N/N=C/c1cc(Cl)ccc1O | 1.1 | -1 | 0 | -4 | 0.6 | -22 | 3 | -3 | 0
CCS(=O)(=O)N1CCC(C(=O)NC2CCCCCCC2)CC1 | -0.3 | -13 | 7 | -2 | 0.5 | -3 | 0 | -2 | 1
CN1c2ccccc2-c2nc3ccccc3n2C1c1ccccn1 (stereo not drawn) | -0.7 | 1 | -21 | -4 | -1.8 | -25 | 5 | -7 | 12
Cc1c(NC(=O)C2CCCN(S(=O)(=O)c3cnc[nH]3)C2)c(=O)n(-c2ccccc2)n1C (stereo not drawn) | 0.7 | 1 | -12 | 0 | 0.8 | -1 | 7 | -7 | 1
COc1cc(OC)c(OC)cc1/C=N/NC(=O)c1cnccn1 | -0.1 | 11 | 2 | -4 | -0.6 | 2 | 0 | -8 | 6
CCCC(=O)NC(Nc1ccc(S(=O)(=O)Nc2ncccn2)cc1)(C(=O)OCC)C(F)(F)F (stereo not drawn) | 1.3 | -1 | -8 | -2 | 0.3 | 5 | 4 | -15 | 9
CCCCn1c(N)c(N(CC(C)C)C(=O)CCC2CCCCC2)c(=O)[nH]c1=O | -1.0 | -18 | -11 | -2 | -1.0 | -19 | 9 | -5 | 0
Cc1ccc(S(=O)(=O)CC(=O)Nc2ccc(F)c(F)c2F)cc1 | 0.0 | 5 | -15 | -1 | -1.3 | -28 | 9 | -9 | 1
COCCNC(=O)NC(=O)COC(=O)Cc1ccc2c(c1)OCCO2 | 0.3 | 14 | 3 | -2 | 0.8 | -5 | -6 | -8 | 2
O=C(OCC(=O)N1CCCCCC1)c1ccc(F)cc1F | . | -35 | -10 | -2 | . | . | 11 | . | 1
COC(=O)c1cccc(N(C(=O)c2ccco2)C(C(=O)NC2CCCC2)c2ccco2)c1 (stereo not drawn) | 0.5 | -7 | -32 | -3 | -0.4 | -26 | 8 | -14 | 6
O=C(Nc1ncc2c(n1)CC(c1cccc(Cl)c1)CC2=O)c1ccco1 (stereo not drawn) | 0.3 | -7 | -12 | -5 | -1.0 | -25 | 4 | 0 | 2
O=C(c1ccc(N2CCCCC2)c([N+](=O)[O-])c1)N(c1ccccn1)c1ccccn1 | 0.2 | -5 | -2 | -4 | -0.5 | 2 | 8 | -13 | -1
Cn1c(C(F)(F)F)nc2c(=O)oc3ccccc3c21 | 0.7 | 1 | -12 | -3 | -0.4 | -3 | 11 | -11 | 2
CCOC(=O)c1[nH]c(C)c(/C(O)=C2\C(=O)C(=O)N(CCCN3CCOCC3)C2c2cccnc2)c1C (stereo not drawn) | . | -18 | 0 | -5 | . | . | 8 | . | 5
CCCCCCCC(=O)NNC(=O)c1c(O)c2ccccc2n(CC)c1=O | -0.4 | 10 | 1 | -8 | 0.3 | -13 | 9 | -5 | 6
CCN(CC)CCOc1ccc2c(c1)C(=NO)c1cc(OCCN(CC)CC)ccc1-2 | -0.2 | -2 | -7 | -5 | 0.4 | -9 | 7 | -1 | 2
O=C(NC1(O)C(=O)c2ccccc2C1=O)c1c(Cl)cccc1Cl | 1.7 | -34 | 11 | -2 | 1.1 | -5 | 3 | 4 | 8
Cc1noc(C)c1CSc1nc2ccccc2nc1NS(=O)(=O)c1ccc(Cl)cc1 | 8.8 | . | -16 | 1 | 7.2 | -8 | 3 | -6 | .
O=C(CCc1ccc(S(=O)(=O)NCCc2ccccc2)cc1)Nc1ccc2c(c1)OCCO2 | 4.3 | 21 | -3 | -5 | 1.7 | 2 | 3 | -3 | 7
COc1ccc(C(=O)CN2C(=O)NC(C)(c3ccccc3)C2=O)cc1OC (stereo not drawn) | 5.0 | 9 | -11 | 0 | 5.8 | -21 | 6 | -6 | 25
CC1=NN(S(=O)(=O)c2ccc(F)cc2)C(=O)c2ccccc2O1 | -0.9 | 18 | -7 | 1 | -0.7 | 16 | 4 | -6 | 5
COc1ccc(CC(=O)NNS(=O)(=O)c2cccc([N+](=O)[O-])c2)cc1OC | -0.8 | -5 | -12 | -3 | 0.8 | -2 | 8 | 8 | -5

Record cards (already shown). Values in the order: V1R ag counter	TAAR1 antag	M1 antag	M1 ag	OXTR agonist	CHO parental Ca	CHRM1 PAM	OXTR potentiate	TAAR1 ag
CCOC(=O)c1[nH]c(C)c(/C(O)=C2\C(=O)C(=O)N(CCCN3CCOCC3)C2c2cccnc2)c1C (stereo not drawn) is listed with .	-18	0	-5	.	.	8	.	5
O=C(NC1(O)C(=O)c2ccccc2C1=O)c1c(Cl)cccc1Cl is listed with 1.7	-34	11	-2	1.1	-5	3	4	8
O=C(CCc1ccc(S(=O)(=O)NCCc2ccccc2)cc1)Nc1ccc2c(c1)OCCO2 is listed with 4.3	21	-3	-5	1.7	2	3	-3	7
Cn1c(C(F)(F)F)nc2c(=O)oc3ccccc3c21 is listed with 0.7	1	-12	-3	-0.4	-3	11	-11	2
COc1ccc(CC(=O)NNS(=O)(=O)c2cccc([N+](=O)[O-])c2)cc1OC is listed with -0.8	-5	-12	-3	0.8	-2	8	8	-5

Continued:
SMILES | V1R ag counter | TAAR1 antag | M1 antag | M1 ag | OXTR agonist | CHO parental Ca | CHRM1 PAM | OXTR potentiate | TAAR1 ag
CCn1c(SCC(=O)Nc2cc(C)on2)nnc1-c1ccc(S(=O)(=O)N2CCN(C)CC2)cc1 | 0.2 | 4 | 8 | -6 | -0.2 | -6 | -3 | -7 | 3
CCN(C(=O)c1cc(S(=O)(=O)N2CCc3ccccc32)cn1C)c1ccccc1 | 0.1 | -16 | -3 | 3 | -1.8 | -2 | 4 | -6 | 0
CN1CCN(NC(=O)c2cccc(S(=O)(=O)N3CCCCCC3)c2)CC1 | -0.1 | -3 | -4 | -4 | 0.8 | -10 | 0 | -2 | 3
COc1ccc(OCC(O)CN2CCC(CN3C(=O)c4cccc5cccc(c45)C3=O)CC2)cc1 (stereo not drawn) | 4.1 | -10 | -8 | -7 | 6.2 | -20 | -6 | -8 | 10
CCOc1ccc(Nc2nc(Cc3nnc(SCC(=O)NC4CCCC4)n3C)cs2)cc1 | -1.1 | -41 | -23 | -6 | -1.2 | -33 | 2 | -1 | 12
Cc1ccc[n+](C(C)C(=O)c2ccc(Cl)cc2)c1 (stereo not drawn) | 0.0 | 5 | -9 | -7 | -0.5 | -4 | 1 | -7 | -1
Nc1nonc1-n1nnc(C(=O)c2ccccc2)c1-c1ccccc1 | -0.6 | 16 | -2 | -5 | 0.5 | -20 | -13 | -7 | -1
Cc1ccc(NC(=O)C2CCN(C(=O)NC3CCCCC3)CC2)cc1Cl | -0.7 | -20 | -1 | -2 | 1.2 | -11 | 2 | 1 | 4
COc1ccc(NC(=O)COc2ccc(C(=O)NCc3cccnc3)cc2OC)cc1 | 1.1 | -1 | -10 | -3 | 1.0 | -10 | 12 | -6 | 3
Cc1nc(NC(=O)C2CC2)sc1C(=O)NC1CCCCC1 | 0.5 | 5 | 0 | -1 | -0.4 | -11 | -7 | -6 | 1

Compound activity deposited in PubChem BioAssay by The Scripps Research Institute Molecular Screening Center.
